MCF10A rereplic: inducers of DNA re-replication in MCF 10A breast cells | AID 624296 | Potency, µM (series often up to 46.1 µM), inactives show top-dose activity, positive = re-replication, hits mostly activators | 350,000 compounds, 2.9% hits | MCF 10A DNA re-replication, Hoechst nuclear intensity, 48 h; further: potency means the concentration at half of the fitted maximal effect; % of control where 0% means no effect; nearly all actives have a fitted effect of over 50% in size
HT1080 IDH1KD tx: kills HT-1080 cells with IDH1 knockdown; HT-1080 IDH1 knockdown viability, ATP luminescence, 48 h; Potency, µM (highest dose often 46.1 µM), for inactives: at the highest dose activity, negative = toxicity, usual class: cytotoxic; 360,000 compounds, 2% hits; AID 686971;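 further: potency means the concentration at half of the fitted maximal effect; 0% = DMSO wells and -100% = cell-free medium wells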
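Cytotoxicity counter-line: IDH1KD HT-1080, 48 h, CellTiter-Glo. Curves classed by r2, magnitude and activity.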
HT1080-NT tox: kills 2HG-producing HT-1080-NT fibrosarcoma cells. HT-1080-NT fibrosarcoma viability, CellTiter-Glo ATP luminescence, 48 h. Potency, µM (top dose mostly 46.1 µM), without a hit: at the top dose activity, negative = less viability, actives largely listed as cytotoxic. 360,000 compounds, 1.6% hits;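 further: NT is the 2HG producing partner of a matched IDH1 knockdown line; potency means the concentration at half of the fitted maximal effect; 0% = DMSO-treated cells and -100% = media-only wells without cells; nearly all actives have a fitted effect of over 55% in size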
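Toxicity toward the 2HG-producing NT line was scored as %Activity, normalised to DMSO and no-cell wells, from CellTiter-Glo luminescence after 48 hours' treatment.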
IL1B secr inh: inflammasome signaling inhibition, IL-1 beta readout; activity change, % at 57.5 µM; THP-1 LPS/ATP IL-1B secretion, AlphaLISA, 16 h; active compounds read low; 360,000 compounds, 4.7% hits; in the data active means activity change below about -50%; inconclusive means mostly about -30% to -49%; further: on the % scale 0 is the no-effect control and ±100 the full control effect
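THP-1 cells pretreated 1 hr with compounds (up to 57.5 uM final), then stimulated with LPS (250 ng/mL final) plus ATP (1.25 mM final); secreted IL-1B measured by AlphaLISA after 16 hr, decreased signal indicating inhibition.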
HEK293 tox: cytotoxicity in counter-screen for GLP-1R inverse agonists. Potency, µM (highest dose often 38.3 µM), for the others: at the top dose activity change, negative = inhibition, most hits filed as inhibitors. HEK293 cAMP-luciferase reporter cells, luminescence, 24 h. 410,000 compounds, 0.13% hits;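 further: loss of luciferase light is scored as toxicity; potency means the concentration at half of the fitted maximal effect; on the % scale 0 is the no-effect control and ±100 the full control effect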
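Seeding density was 200 cells/uL; after overnight-length (12 h) culture, 23 nL compounds went on for 24 h at 37 °C. Readout used a luciferase detection reagent, luminescence taken after 12 min at room temperature.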
SW480 rerep: DNA re-replication induction in SW480 cells. SW480 DNA re-replication, Hoechst DNA content imaging, 48 h. Potency, µM (titrated, usually from 46.1 µM), for the others: top-dose re-replication activation, actives largely listed as activators. 340,000 compounds, 1.8% hits; further: potency means the concentration at half of the fitted maximal effect; % of control where 0% means no effect; nearly all actives have a fitted effect of over 55% in size
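Image-based read-out: total Hoechst fluorescence of nuclei (405 nm excitation, 500-530 nm emission), with hits raising the fraction of high-intensity nuclei. SW480 colon cells incubated 48 hr with compounds at 37 C.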
KB-V1 cytotox: kills drug-selected multidrug resistant KB-V1 cells | KB-V1 MDR cells viability, CellTiter-Glo, 72 h | Potency, µM (highest dose often 46.1 µM), inactives show at the highest dose activity change, negative = cytotoxicity, usual class: cytotoxic | 400,000 compounds, 3.4% hits; further: potency means the concentration at half of the fitted maximal effect; on the % scale 0 is the no-effect control and ±100 the full control effect; nearly all actives have a fitted effect of over 60% in size
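qHTS viability screen in drug-selected KB-V1 MDR cells: 72 h compound treatment at 37 degrees C, ATP luminescence end point.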
D3 ag: D3 dopamine receptor (human) agonism; D3R DiscoveRx beta-arrestin cells, luminescence, 90 min; P35462; max activation, %; 410,000 compounds, 0.58% hits; in the data active means max activation above about 30%; further: 0% is about no effect; mostly tested at two doses, the higher about 12 µM
Target sequence (P35462 whole entry, looked up): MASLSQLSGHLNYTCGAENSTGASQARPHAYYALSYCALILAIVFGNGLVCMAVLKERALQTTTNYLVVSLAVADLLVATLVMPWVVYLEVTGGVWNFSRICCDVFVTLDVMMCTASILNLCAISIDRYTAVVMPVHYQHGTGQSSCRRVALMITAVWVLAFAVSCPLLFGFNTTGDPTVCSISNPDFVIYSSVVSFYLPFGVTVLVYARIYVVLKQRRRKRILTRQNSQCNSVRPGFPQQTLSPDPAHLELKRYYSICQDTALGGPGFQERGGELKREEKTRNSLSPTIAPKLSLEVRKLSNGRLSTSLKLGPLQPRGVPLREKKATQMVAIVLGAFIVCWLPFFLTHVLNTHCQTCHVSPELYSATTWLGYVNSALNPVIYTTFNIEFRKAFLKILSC
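Agonist-mode cell screen: cells plated at 1500/well and incubated overnight at 37 °C, then exposed to library compounds for 90 min at 37 °C. Detection reagent was added for 30–60 min at room temperature, and luminescence was read.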
KB-3-1 tox: KB-3-1 parental cell cytotoxicity. 400,000 compounds, 1.4% hits. AID 1347075. KB-3-1 viability, CellTiter-Glo ATP luminescence, 72 h. Potency, µM (doses to about 46.1 µM), for the others: at the highest dose activity change, negative = cytotoxic, usual class: cytotoxic; further: potency means the concentration at half of the fitted maximal effect; on the % scale 0 is the no-effect control and ±100 the full control effect; nearly all actives have a fitted effect of over 60% in size
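Multi-concentration cytotoxicity screen in KB-3-1 cells grown in DMEM lacking phenol red with 10% FBS. After 72 h at 37 °C with compound, ATP-dependent luminescence was recorded.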
Numbers without * were called inactive; [ ] = dose if it differs, or a comment. Unless noted, the call rests on the fitted dose curve; in most records, active means well fitted curve in the direction sought with a large enough effect; inconclusive means small, poorly fitted or top-dose-only effect, or another doubt; inactive means no such curve, though single readings can be large; an effect the other way counts as inactive or inconclusive.

Start of the data: the first 2 records, ahead of the listing:
`CCOC(=O)N/N=C/c1c(F)cccc1F` gave MCF10A rereplic -0.5%, HT1080 IDH1KD tx 19.9%, HT1080-NT tox 14.5%, IL1B secr inh 17.0, HEK293 tox 0.0%, SW480 rerep -8.8%, KB-V1 cytotox -12.1%, D3 ag 5.5 and KB-3-1 tox 17.5%.
`Cn1ccnc1SCC(=O)NC1(C#N)CCCCC1` gave MCF10A rereplic -1.1%, HT1080 IDH1KD tx -0.8%, HT1080-NT tox 8.7%, IL1B secr inh 26.7, HEK293 tox 1.3%, SW480 rerep -715.4%[inhibitor], KB-V1 cytotox 15.0%, D3 ag 7.3 and KB-3-1 tox 9.3%.

All compounds of this part, repeating the preview:
`CCOC(=O)N/N=C/c1c(F)cccc1F` gave MCF10A rereplic -0.5%, HT1080 IDH1KD tx 19.9%, HT1080-NT tox 14.5%, IL1B secr inh 17.0, HEK293 tox 0.0%, SW480 rerep -8.8%, KB-V1 cytotox -12.1%, D3 ag 5.5 and KB-3-1 tox 17.5%.
`Cn1ccnc1SCC(=O)NC1(C#N)CCCCC1` gave MCF10A rereplic -1.1%, HT1080 IDH1KD tx -0.8%, HT1080-NT tox 8.7%, IL1B secr inh 26.7, HEK293 tox 1.3%, SW480 rerep -715.4%[inhibitor], KB-V1 cytotox 15.0%, D3 ag 7.3 and KB-3-1 tox 9.3%.
For CCOc1ccc(CCNC(=O)CN2C(=O)NC3(CCc4ccccc43)C2=O)cc1OCC (stereo not drawn) the results were MCF10A rereplic -3.1%, HT1080 IDH1KD tx -0.7%, HT1080-NT tox 5.3%, IL1B secr inh 10.1, HEK293 tox 6.6%, SW480 rerep -17.3%, KB-V1 cytotox -2.0%, D3 ag -2.3 and KB-3-1 tox 5.3%.
For CN(Cc1ccccc1)Cc1ccccc1C(O)c1ccccc1 (stereo not drawn) the results were MCF10A rereplic inconclusive, HT1080 IDH1KD tx -16.1%, HT1080-NT tox -4.1%, IL1B secr inh 9.1, HEK293 tox 19.6%, SW480 rerep 4.3%, KB-V1 cytotox 3.9%, D3 ag 1.1 and KB-3-1 tox 1.0%.
For O=c1c2cc(NC(=S)NC3CC3)ccc2nc2n1CCCCC2 the results were MCF10A rereplic -1.6%, HT1080 IDH1KD tx -2.8%, HT1080-NT tox 1.9%, IL1B secr inh -0.3, HEK293 tox -5.3%, SW480 rerep -2.8%, KB-V1 cytotox -14.5%, D3 ag -14.9 and KB-3-1 tox 5.6%.
Screening COc1ccc(Cl)cc1NC(=O)CSc1nc(=O)n(CCN(C)C)c2c1CCCC2 returned MCF10A rereplic 9.1%, HT1080 IDH1KD tx -0.6%, HT1080-NT tox -14.1%, IL1B secr inh inconclusive, HEK293 tox -0.2%, SW480 rerep 7.7%, KB-V1 cytotox -2.1%, D3 ag -20.5 and KB-3-1 tox -3.5%.
Screening Cc1cccc(NC(=O)C(=O)C2C(=O)Nc3ccccc32)c1 (stereo not drawn) returned MCF10A rereplic -4.1%, HT1080 IDH1KD tx 3.4%, HT1080-NT tox 9.9%, IL1B secr inh 8.3, HEK293 tox -0.3%, SW480 rerep -73.6%[inhibitor], KB-V1 cytotox inconclusive, D3 ag -9.7 and KB-3-1 tox -17.7%.
For C/C(=N\NC(=O)c1ccc(Cl)cc1)c1ccc(N2CCOCC2)cc1 the results were MCF10A rereplic 0.9%, HT1080 IDH1KD tx 19.3%, HT1080-NT tox 12.1%, IL1B secr inh -5.8, HEK293 tox 24.8%, SW480 rerep 12.3%, KB-V1 cytotox 25.0%, D3 ag -3.8 and KB-3-1 tox 0.5%.
CCN(CC)S(=O)(=O)c1cc(Cl)ccc1OC was read as MCF10A rereplic 6.1%, HT1080 IDH1KD tx 9.1%, HT1080-NT tox 17.2%, IL1B secr inh 14.4, HEK293 tox 0.7%, SW480 rerep 0.1%, KB-V1 cytotox 1.4%, D3 ag 2.5 and KB-3-1 tox 0.0%.
CC[C@]12c3[nH]c4cc(-c5ccco5)ccc4c3CCN1C(=O)[C@@H](CC(=O)NCCCN(C)C)C[C@@H]2C(=O)N1CCN(C(=O)C2CC2)CC1 was read as MCF10A rereplic 27.1%, HT1080 IDH1KD tx 3.6%, HT1080-NT tox 2.0%, IL1B secr inh 10.7, HEK293 tox 1.6%, SW480 rerep 2.0%, KB-V1 cytotox 10.4%, D3 ag -3.5 and KB-3-1 tox 2.0%.
Screening NCC(=O)Nc1ccc(Br)cc1 returned MCF10A rereplic -1.0%, HT1080 IDH1KD tx -26.5%, HT1080-NT tox -17.3%, IL1B secr inh 15.3, HEK293 tox -8.9%, SW480 rerep 4.9%[1.84 µM], KB-V1 cytotox 4.7%, D3 ag 7.3 and KB-3-1 tox -7.3%.
Screening COCCNC(=O)NC(=O)CSc1nc(C)c(C)c(C)n1 returned MCF10A rereplic 2.2%, HT1080 IDH1KD tx 11.0%, HT1080-NT tox 8.3%, IL1B secr inh 18.8, HEK293 tox 4.2%, SW480 rerep -3.2%, KB-V1 cytotox -4.9%, D3 ag 0.0 and KB-3-1 tox 2.1%.
COc1cc(OC)cc(-c2c(-c3ccc(F)cc3)c3cc(-c4ccc(SC)cc4)ccc3n2C)c1 was read as MCF10A rereplic 7.7%, HT1080 IDH1KD tx -1.8%, HT1080-NT tox 0.0%, IL1B secr inh 0.0, HEK293 tox inconclusive, SW480 rerep 0.9%, KB-V1 cytotox 0.0%, D3 ag 13.1 and KB-3-1 tox -3.9%.
CCCCCOc1ccc(NC(=O)Cn2c(-c3nonc3N)nc3ccccc32)cc1 was read as HEK293 tox 11.8%, KB-V1 cytotox inconclusive, D3 ag 6.3 and KB-3-1 tox 12.9%.
For O=C(Nc1ccnn1C1CCN(C(=O)c2cnsn2)CC1)c1cccc(F)c1 the results were MCF10A rereplic -0.7%, HT1080 IDH1KD tx 14.7%, HT1080-NT tox 1.6%, IL1B secr inh -4.7, HEK293 tox 4.1%, SW480 rerep 0.1% and D3 ag -3.7.
Screening CSc1ccc(C2N=C(c3ccccc3)NO2)cc1 (stereo not drawn) returned MCF10A rereplic 15.4%, HT1080 IDH1KD tx -13.1%, HT1080-NT tox -7.6%, IL1B secr inh -2.1, HEK293 tox -14.0%, SW480 rerep 6.8%, KB-V1 cytotox -20.7%, D3 ag 3.2 and KB-3-1 tox 8.9%.
For Cc1nn(CC(=O)N(C)c2c(N)n(Cc3ccccc3)c(=O)[nH]c2=O)c(C)c1[N+](=O)[O-] the results were MCF10A rereplic 6.3%, HT1080 IDH1KD tx -4.4%, HT1080-NT tox -2.3%, IL1B secr inh 16.5, HEK293 tox 6.0%, SW480 rerep -4.7%, KB-V1 cytotox -13.1%, D3 ag -5.0 and KB-3-1 tox 13.0%.
O=C(Nc1nnc(SCc2ccccc2F)s1)C1=COCCO1 was read as MCF10A rereplic 0.6%, HT1080 IDH1KD tx 8.2%, HT1080-NT tox 1.3%, IL1B secr inh -0.2, HEK293 tox 3.7%, SW480 rerep -5.7%, KB-V1 cytotox inconclusive, D3 ag 5.9 and KB-3-1 tox 12.1%.
CCOC(=O)/C=C/S(=O)(=O)c1ccc(NC(C)=O)cc1 was read as MCF10A rereplic 2.31µM*, HT1080 IDH1KD tx inconclusive, HT1080-NT tox inconclusive, IL1B secr inh -95.4*, HEK293 tox inconclusive, SW480 rerep 2.59µM*, KB-V1 cytotox -11.7%, D3 ag -5.6 and KB-3-1 tox 14.6µM*.
Screening O=S1(=O)CC(N2CCCCC2)CN1Cc1cn(Cc2ccc(Cl)cc2)nn1 (stereo not drawn) returned HT1080 IDH1KD tx -3.0%, HT1080-NT tox 21.2%, IL1B secr inh -11.0, HEK293 tox -5.1%, KB-V1 cytotox 17.2%, D3 ag 4.1 and KB-3-1 tox 7.3%.
`CCOc1ccc(N=CNc2ccc(OCC)cc2)cc1` gave MCF10A rereplic 5.7%, HT1080 IDH1KD tx -11.9%, HT1080-NT tox -12.1%, IL1B secr inh -6.4, HEK293 tox 3.9%, SW480 rerep -11.2%, KB-V1 cytotox 14.7%, D3 ag 17.8 and KB-3-1 tox 6.0%.
For Cc1ccc(N(CC(=O)NC2CCCCC2)C(=O)CNC(=O)c2cccs2)cc1 the results were MCF10A rereplic 6.1%, HT1080 IDH1KD tx -3.5%, HT1080-NT tox -7.3%, IL1B secr inh -6.2, HEK293 tox -2.5%, SW480 rerep -5.0%, KB-V1 cytotox -23.6%, D3 ag 14.2 and KB-3-1 tox -2.3%.
CC1(C(=O)Nc2ccc(F)c(Cl)c2)Cc2c(-c3cccc(C(N)=O)c3)ccnc2O1 (stereo not drawn) was read as HT1080 IDH1KD tx inconclusive, HT1080-NT tox inconclusive, IL1B secr inh -9.9, HEK293 tox -9.6%, KB-V1 cytotox inconclusive, D3 ag 0.4 and KB-3-1 tox -6.6%.
CCCN1CN(c2ccccc2)C(=S)N(c2ccccc2)C1 was read as MCF10A rereplic 0.0%, HT1080 IDH1KD tx 11.6%, HT1080-NT tox 12.0%, IL1B secr inh 15.1, HEK293 tox 0.3%, SW480 rerep 3.66µM*, KB-V1 cytotox 1.6%, D3 ag 13.6 and KB-3-1 tox 13.0%.
For Cc1ccc(C(=O)O)cc1S(=O)(=O)Nc1ccccc1C(=O)NC1CC1 the results were MCF10A rereplic 2.7%, HT1080 IDH1KD tx 0.5%, HT1080-NT tox 3.3%, IL1B secr inh 21.4, HEK293 tox -7.8%, SW480 rerep -3.3%, KB-V1 cytotox -0.9%, D3 ag -4.4 and KB-3-1 tox 0.7%.
`O=C(CCN1C(=O)C2CC=C(Cl)CC2C1=O)NC1CCCCC1` (stereo not drawn) gave MCF10A rereplic 15.6%, HT1080 IDH1KD tx inconclusive, HT1080-NT tox 3.6%, IL1B secr inh -8.0, HEK293 tox 0.6%, SW480 rerep -3.0%, KB-V1 cytotox 0.2%, D3 ag -0.7 and KB-3-1 tox -0.7%.

Screens deposited in PubChem BioAssay by National Center for Advancing Translational Sciences (NCATS).
